SIRT5 inh: sirtuin-5 (human) deacylase inhibition; inhibition, % at 15 µM; hit rate 1.1% among 330,000; AID 652115; Purified SirT5, succinyl-peptide AMC, trypsin-coupled fluorescence; in the data active = inhibition above about 15%; inconclusive = no clear call, values can overlap the other calls
Target sequence (Q9NXA8 whole entry, looked up): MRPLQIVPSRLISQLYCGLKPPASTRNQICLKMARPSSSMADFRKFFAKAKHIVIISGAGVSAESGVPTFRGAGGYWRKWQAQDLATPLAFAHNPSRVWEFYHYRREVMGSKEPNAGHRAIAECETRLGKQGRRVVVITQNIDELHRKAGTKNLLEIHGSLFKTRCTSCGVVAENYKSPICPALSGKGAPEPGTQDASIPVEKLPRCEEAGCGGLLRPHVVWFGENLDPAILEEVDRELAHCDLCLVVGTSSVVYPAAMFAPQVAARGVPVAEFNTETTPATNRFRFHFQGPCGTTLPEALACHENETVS
E-sel inducer: induces E-selectin expression in human endothelial cells. activation, % at 7.58 µM. HUVEC E-selectin immunofluorescence imaging; normalized: neutral wells 0, TNF-alpha wells 100. hit rate 0.37% among 260,000;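 active = mean E-selectin-positive cell signal at least 10% of the positive control, reached in at least 60% of replicates, without over 20% cell loss; inconclusive = no rule given, readout overlaps actives, possibly toxicity-flagged; inactive = the rest, including those meeting only one limit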;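 also: in these data hits start at about 27%; measured in HUVEC primary endothelial cells; signal is the percent of cells scored E-selectin positive by PE staining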
Target sequence (P16581 whole entry, looked up): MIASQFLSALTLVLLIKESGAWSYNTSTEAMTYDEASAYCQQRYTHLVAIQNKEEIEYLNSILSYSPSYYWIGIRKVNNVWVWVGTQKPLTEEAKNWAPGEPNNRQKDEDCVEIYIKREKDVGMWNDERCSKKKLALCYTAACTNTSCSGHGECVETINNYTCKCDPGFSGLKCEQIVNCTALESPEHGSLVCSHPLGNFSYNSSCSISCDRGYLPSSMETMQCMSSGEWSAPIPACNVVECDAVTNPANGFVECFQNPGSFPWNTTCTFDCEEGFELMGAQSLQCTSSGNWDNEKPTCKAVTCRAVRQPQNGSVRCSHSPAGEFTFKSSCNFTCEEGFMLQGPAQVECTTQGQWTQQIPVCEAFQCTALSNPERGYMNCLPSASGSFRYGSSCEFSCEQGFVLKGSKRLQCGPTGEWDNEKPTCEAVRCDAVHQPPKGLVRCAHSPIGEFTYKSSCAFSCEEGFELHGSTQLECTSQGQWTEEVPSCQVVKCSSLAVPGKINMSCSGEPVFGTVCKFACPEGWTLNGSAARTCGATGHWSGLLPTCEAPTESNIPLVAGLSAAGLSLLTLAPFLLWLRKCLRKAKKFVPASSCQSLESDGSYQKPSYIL
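material = human umbilical vein endothelial cells (HUVEC), E-selectin induction | quantity = 3,000 cells/well | medium = EGM-2 growth medium on 0.1% gelatin-coated wells | technique = immunofluorescence imaging | read-out basis = % PE-positive cells | control set = TNF-alpha positive control, DMSO neutral control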
DENV2 CPE rescue: protects cells from dengue virus 2 cytopathic effect. CPE inhibition, % at 9.99 µM. AID 651640. hit rate 1.7% among 350,000. DENV2-infected cells, cytopathic effect rescue, plate reader; in the data active = CPE inhibition above about 20%, passing the limit was not always enough; inconclusive = no clear call, values can overlap the other calls; tested in BHK-21 cells;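 also: 0% = median of neutral control wells and 100% = median of positive control wells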
ERp5 block: blocks human ERp5 reductase activity on insulin. AID 651711. inhibition, % at 9.99 µM. Q15084. hit rate 0.05% among 350,000. ERp5 insulin aggregation, absorbance 650 nm, 90 min;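 active = mean replicate inhibition above about 25%, with every replicate also reaching it, limit read from the data, passing the limit was not always enough; inconclusive = only one of those two criteria met; inactive = neither criterion met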
S100A4 inh HTS: blocks human S100A4 binding to myosin IIA peptide; AID 652163; inhibition, % at 10.7 µM; hit rate 0.14% among 360,000; S100A4/TAMRA-MyoIIA peptide fluorescence polarization; P26447;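 active = mean inhibition of at least 70% across replicates, with every replicate also reaching that level; inconclusive = mean inhibition reaches 70% but some replicates fall short; inactive = mean inhibition below 70%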
Target sequence (P26447 whole entry, looked up): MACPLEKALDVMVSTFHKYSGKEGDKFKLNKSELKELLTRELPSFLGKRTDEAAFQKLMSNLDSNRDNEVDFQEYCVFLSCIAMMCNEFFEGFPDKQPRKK
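Material: S100A4 monomer (human). Medium: Calcium-containing HEPES buffer, pH 7.2. Probe or stimulus: labelled myosin peptide probe, 5 nM. Compound dosing: one concentration per compound. Timing: polarization read 5 min after assay mix addition, stable 5–60 min. Benchmarks: DMSO as neutral control, TFP as positive control.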
C2C12 statin: suppressors of simvastatin-induced myotoxicity in C2C12 myotubes | hit rate 0.78% among 330,000 | rescue of ATP level, % at 7.49 µM | AID 602340 | ATP luminescence, 48 h; scaled: DMSO 0, geranylgeraniol control 100;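 active = mean ATP rescue above about 67%, or every replicate alone reaching that limit, limit read from the data, passing the limit was not always enough; inconclusive = no clear call, values can overlap the other calls; inactive = mean under the limit and some replicate under it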;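 also: myotubes were challenged with 10 µM simvastatin during compound exposure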
PglD DTNB: blocks C. jejuni PglD acetyltransferase activity | purified PglD enzyme, DTNB colorimetric CoA detection | inhibition, % at 12.5 µM | hit rate 0.098% among 360,000; in the data active = inhibition above about 16%, passing the limit was not always enough; inconclusive = no clear call, values can overlap the other calls; also: strong numbers were not always called active
* marks the source's active call; other numbers are inactive results; ? = inconclusive; · = no result given. This is a subset. The share of hits here may be higher or lower than overall.

1) C[C@@H]1CN([C@H](C)CO)C(=O)c2cc(NC(=O)CCCN(C)C)ccc2O[C@@H](C)CCCCO[C@@H]1CN(C)CC1CCCCC1
2) CC(C)CN(C(=O)CSc1nc2ccccc2[nH]1)C1CCS(=O)(=O)C1 (centres undefined)
3) O=C(Nc1ccc(OC(F)(F)F)cc1)c1cc(S(=O)(=O)N2CCCCC2)ccc1N1CCOCC1
4) O=C(CC[C@H]1O[C@@H](n2ccc(=O)[nH]c2=O)[C@H](O)[C@@H]1O)NCCCc1ccccc1
5) N#C[C@@H]1[C@H](c2ccc(-c3cccc(F)c3)cc2)[C@@H](CO)N1c1nc(-c2ccccc2)cs1
6) COCC(=O)Nc1ccc2c(c1)[C@H]1C[C@H](CC(=O)NC3CCCC3)O[C@@H](CO)[C@H]1O2
7) CC(C)NC(=O)N(C)C[C@H]1Oc2ccc(NC(=O)Cn3cnnn3)cc2CC(=O)N([C@H](C)CO)C[C@@H]1C
8) Cc1c(NC(=S)NC(=O)c2ccccc2)c(=O)n(-c2ccccc2)n1C
9) O=C(NCC1CCCCC1)NCC1CCCCC1
10) C[C@H]1CN([C@@H](C)CO)C(=O)c2cc(NC(=O)CCC(F)(F)F)ccc2O[C@H]1CN(C)C(=O)Nc1ccc(C(F)(F)F)cc1
entry no.,1,2,3,4,5,6,7,8,9,10
SIRT5 inh,2,0,-1,0,-1,1,-15,0,-4,10
E-sel inducer,-0.2,·,0.0,-0.1,-0.1,0.4,-6.8,13,·,-0.4
DENV2 CPE rescue,8,-2,-1,-3,-3,4,1,-7,-2,-1
ERp5 block,1,-13,1,0,1,0,1,-8,1,-2
S100A4 inh HTS,11,1,-3,-1,·,-5,7,-2,-3,19
C2C12 statin,-59,8,5,-9,·,-2,-17,16,-6,0
PglD DTNB,-2,-2,2,-4,·,-3,0,-4,4,-2

Taken from the entries so far for reference:
3) O=C(Nc1ccc(OC(F)(F)F)cc1)c1cc(S(=O)(=O)N2CCCCC2)ccc1N1CCOCC1
4) O=C(CC[C@H]1O[C@@H](n2ccc(=O)[nH]c2=O)[C@H](O)[C@@H]1O)NCCCc1ccccc1
5) N#C[C@@H]1[C@H](c2ccc(-c3cccc(F)c3)cc2)[C@@H](CO)N1c1nc(-c2ccccc2)cs1
6) COCC(=O)Nc1ccc2c(c1)[C@H]1C[C@H](CC(=O)NC3CCCC3)O[C@@H](CO)[C@H]1O2
7) CC(C)NC(=O)N(C)C[C@H]1Oc2ccc(NC(=O)Cn3cnnn3)cc2CC(=O)N([C@H](C)CO)C[C@@H]1C
8) Cc1c(NC(=S)NC(=O)c2ccccc2)c(=O)n(-c2ccccc2)n1C
9) O=C(NCC1CCCCC1)NCC1CCCCC1
10) C[C@H]1CN([C@@H](C)CO)C(=O)c2cc(NC(=O)CCC(F)(F)F)ccc2O[C@H]1CN(C)C(=O)Nc1ccc(C(F)(F)F)cc1
entry no.,3,4,5,6,7,8,9,10
SIRT5 inh,-1,0,-1,1,-15,0,-4,10
E-sel inducer,0.0,-0.1,-0.1,0.4,-6.8,13,·,-0.4
DENV2 CPE rescue,-1,-3,-3,4,1,-7,-2,-1
ERp5 block,1,0,1,0,1,-8,1,-2
S100A4 inh HTS,-3,-1,·,-5,7,-2,-3,19
C2C12 statin,5,-9,·,-2,-17,16,-6,0
PglD DTNB,2,-4,·,-3,0,-4,4,-2

Later entries
11) O=C(C[C@H]1C[C@@H]2c3cc(NC(=O)c4cccnc4)ccc3O[C@@H]2[C@H](CO)O1)NCc1cccc(F)c1
12) COCC(=O)N1CCN(c2nc3ccccc3o2)CC1
13) COc1ccccc1N1C(=S)N=C(Nc2c(C)cccc2C)C12CCCC2
14) C[C@H]1CN([C@@H](C)CO)C(=O)c2cc(NC(=O)C3CCCCC3)ccc2O[C@@H]1CN(C)S(C)(=O)=O
15) CCOC(=O)C1CCN(CCC(=O)Nc2cc(C)ccc2C)CC1
16) CCN(CC(=O)Nc1c(F)cccc1F)C(=O)CCC(=O)c1ccc(C)cc1
17) [O-][n+]1c2ccccc2c2n1CCCN=C2c1ccc(Cl)cc1
18) CCC/C(C)=C/c1ccc(CC)cn1
19) CCn1c(NC(=O)c2nn(C)cc2Br)nc2ccccc21
20) Cc1ccsc1C1NC(=O)c2c(sc3c2CCN(C)C3)N1 (centres undefined)
entry no.,11,12,13,14,15,16,17,18,19,20
SIRT5 inh,0,-3,·,4,5,3,0,-2,3,-17
E-sel inducer,-0.4,0.0,-0.2,-3.7,·,0.0,0.3,-0.5,-1.1,·
DENV2 CPE rescue,-7,-9,-3,0,-2,6,·,9,-6,5
ERp5 block,-4,4,1,-2,3,2,0,4,2,-1
S100A4 inh HTS,-49,-3,-8,-6,-4,3,17,0,-8,-29
C2C12 statin,4,0,·,0,2,-9,·,-3,·,5
PglD DTNB,0,2,·,-2,-2,-6,-6,-8,·,3

21) CCNC(=O)Nc1ccc2c(c1)C(=O)N(C)[C@H]1CC[C@H](CC(=O)NCC3CCCCC3)O[C@H]1CO2
22) COCCCN(C(=S)Nc1c(C)cc(C)cc1C)C(C)c1ccccn1 (centres undefined)
23) O=C1CCC/C=C\C[C@@H](CC(=O)N(CCO)Cc2ccccc2)C(=O)NCCO1
24) CC1(c2cccc([N+](=O)[O-])c2)CC(C)(C)N(C(=O)c2ccccc2)c2ccccc21 (centres undefined)
25) Cc1ccccc1C(=O)N(CC(=O)Nc1sc(C)c(C)c1C(N)=O)C1CCCC1
26) O=C(CCCCCNC(=O)N1CCn2c1nc1ccccc12)NCc1ccccc1Cl
27) CC1(C)CC2CC(C)(CN2C(=O)c2ccccc2)C1 (centres undefined)
28) C[C@H]1CN([C@@H](C)CO)C(=O)c2cc(C#CC(C)(C)O)cnc2O[C@@H]1CN(C)C(=O)c1ccccc1F
29) OC[C@@H]1Nc2ccc(-c3ccccc3)cc2[C@@H]2[C@H]1CCN2Cc1ccccc1F
30) COc1cccc(-c2cc(N3CCN(C(=O)c4ccoc4)CC3)n3nc(-c4cccc(Cl)c4)cc3n2)c1
entry no.,21,22,23,24,25,26,27,28,29,30
SIRT5 inh,4,-1,-5,·,0,-1,-1,-1,·,-4
E-sel inducer,0.0,-0.1,0.9,0.6,·,·,·,0.2,0.1,·
DENV2 CPE rescue,8,6,-2,·,-4,3,-11,-1,·,-2
ERp5 block,-2,3,1,·,-1,-13,-1,2,·,18
S100A4 inh HTS,6,0,-3,·,0,8,-3,-2,·,-4
C2C12 statin,1,4,3,-2,-3,-13,·,7,-4,-9
PglD DTNB,-3,·,5,2,7,-5,·,0,-5,-7

31) CC(C)NC(=O)N(C)C[C@H]1Oc2c(NC(=O)c3nc4ccccc4s3)cccc2C(=O)N([C@H](C)CO)C[C@@H]1C
32) OC(c1ccccc1)C(O)C(c1ccccc1)N1CCCCC1 (centres undefined)
33) Cc1cc(C)n2nc(C(=O)N/N=C/C=C/c3ccccc3)nc2n1
34) Cn1c(C(=O)N[C@@H](C(=O)O)c2ccccc2)cc2cc(F)ccc21
35) CN1CCCCN2[C@H](C1)[C@H](c1ccc(C#CC3(O)CCCC3)cc1)[C@@H]2CO
36) C[C@H](CO)N1C[C@H](C)[C@@H](CN(C)C(=O)Nc2ccc(F)cc2)OCCCC[C@H](C)Oc2ccc(NC(=O)C3CCCCC3)cc2C1=O
37) CCOc1cc(-c2cc(-c3ccc(NC(C)=O)cc3)nc(N)c2C#N)ccc1O
38) O=C(NCCC(c1ccccc1)c1ccccc1)c1cnc2sccn2c1=O
39) NC(=O)/C(=C\c1ccco1)NC(=O)c1ccco1
40) O=C(NC1CC1)C1CCN(c2ncccn2)CC1
entry no.,31,32,33,34,35,36,37,38,39,40
SIRT5 inh,2,·,6,-5,2,-1,0,-4,·,-1
E-sel inducer,2.9,0.1,·,0.6,-0.3,0.0,·,4.3,0.0,0.7
DENV2 CPE rescue,?,-3,4,3,-8,0,3,0,?,-6
ERp5 block,-10,-13,5,-4,6,-2,1,-3,1,-2
S100A4 inh HTS,10,3,9,-10,13,-8,-3,1,-4,1
C2C12 statin,·,5,·,4,-3,·,-43,·,4,-5
PglD DTNB,1,-2,-7,·,4,-2,-14,·,-3,-3

41) COc1ccccc1NC(=O)Nc1nc(CC(=O)NCc2ccccn2)cs1
42) Cc1cc(C)c(S(=O)(=O)N2CCCC(C(=O)N3CCCC3)C2)c(C)c1 (centres undefined)
43) CC(=O)NC1C(=O)N(Cc2ccccc2)c2ccc(Br)cc21 (centres undefined)
44) CCCCC(O)(c1ccc(CC)cc1)C(CN1CCOCC1)c1ccccc1 (centres undefined)
45) COc1ccc(CN(C)C[C@@H]2Oc3ccc(NS(=O)(=O)c4ccc(C)cc4)cc3C(=O)N([C@H](C)CO)C[C@@H]2C)cc1
46) Oc1ccccc1C=Nc1cccc2ccccc12
47) CC1(C)CC(=O)C2=C(C1)Nc1ccccc1S2
48) Cc1cc(C)c2nc(C)cc(Nc3ccc(C(=O)N4CCOCC4)cc3)c2c1
49) O=C(c1cnccn1)N1CC(=O)N2[C@H](C1)[C@@H](c1ccc(-c3ccccc3)cc1)[C@@H]2CO
50) CCOc1ccccc1-c1cncc(NC)n1
entry no.,41,42,43,44,45,46,47,48,49,50
SIRT5 inh,-5,-4,-2,2,1,-5,·,-4,-4,·
E-sel inducer,·,-0.1,·,-0.2,2.8,0.3,-0.1,-0.1,0.3,-0.1
DENV2 CPE rescue,1,3,-4,4,18,-11,-1,8,10,13
ERp5 block,3,-17,?,4,2,0,0,2,9,1
S100A4 inh HTS,-4,3,-9,-2,0,-4,31,0,3,-2
C2C12 statin,·,·,·,-2,-2,24,·,-12,·,2
PglD DTNB,7,1,·,-4,8,-5,-4,·,·,-7

51) COc1cccc2[nH]c(C(=O)NN)c(N)c12
52) COc1cccc(NC(=O)N[C@@H]2CC[C@H](CC(=O)NCc3ccccn3)O[C@H]2CO)c1
53) CSc1ccc(-c2cc3c(c4c2ccn4C)C2CCC3C2)cc1 (centres undefined)
54) C[C@@H]1CN([C@@H](C)CO)S(=O)(=O)c2ccc(C#CCC3CCCC3)cc2O[C@H]1CN(C)Cc1ccc(C(=O)O)cc1
55) O=C(c1ccccc1)c1ccc2nc(N3CCN(C(=O)c4ccco4)CC3)c3nncn3c2c1
56) COc1ccc(Cc2noc(CN(C)Cc3cccc(-n4cccn4)c3)n2)cc1OC
57) CCOc1ccc(CNS(=O)(=O)c2c(C)nc3sccn3c2=O)cc1OC
58) O=S(=O)(N[C@@H]1CC[C@H](CCn2cc(-c3ccccn3)nn2)O[C@H]1CO)c1cccc(Cl)c1
59) COc1ccc(-c2ccc3[nH]c4c(c3c2)CCN2C(=O)[C@@H]([C@H](C)O)[C@@H](N(C)C(=O)Nc3ccc(F)cc3)C[C@@H]42)cc1
entry no.,51,52,53,54,55,56,57,58,59
SIRT5 inh,0,-2,-2,17*,1,·,·,2,-5
E-sel inducer,0.0,-0.3,-1.5,-0.1,0.1,·,-0.1,-0.4,·
DENV2 CPE rescue,-1,-3,4,?,8,0,2,9,-8
ERp5 block,4,-2,4,1,2,-2,-4,-3,-8
S100A4 inh HTS,-22,-1,-18,-3,-3,3,-3,-2,-3
C2C12 statin,·,2,-8,14,12,·,·,11,-2
PglD DTNB,·,3,-3,9,1,·,-1,1,4

Screening data as filed in PubChem BioAssay.
